HCV NS3 hel inh: blocks Hepatitis C virus NS3 helicase unwinding; NS3 helicase DNA unwinding, Cy5 molecular beacon fluorescence; inhibition, % at 10.9 µM; 290,000 compounds, 0.56% hits; AID 1800;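 active means inhibition above the mean of all tested compounds plus 3 SD, set per campaign, cut at about 35% in these data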;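 further: 0% = DMSO wells and 100% = thioflavine S control wells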
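Assay system – hepatitis C virus NS3 helicase domain fragment enzyme · Buffer or medium – MOPS pH 6.5, MgCl2, DTT, Tween20, BSA · Reagent – Cy5/quencher beacon DNA duplex and ATP to start · Compound – single 10.9 µM dose · Timing – 1 h at 25 °C · Technique – Cy5 beacon fluorescence read at start and 1 h · Measure – % inhibition of unwinding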
MEKK3 PB1 HTS: MEKK3-MEK5 PB1 interaction, increase or decrease | 290,000 compounds, 1.4% hits | binding response (% of control), % at 10 µM | Q99759 | bead-based flow cytometry, Alexa488-MEK5 binding to MEKK3; actives lie on both sides; 0 = blocked by unlabeled MEK5, 100 = vehicle;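 active means binding response more than 3 SD above or below the average of its plate-row segment, actives on both sides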;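 further: Alexa488 bead fluorescence after subtracting the streptavidin-only scavenger bead signal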
Target sequence (Q99759 whole entry, looked up): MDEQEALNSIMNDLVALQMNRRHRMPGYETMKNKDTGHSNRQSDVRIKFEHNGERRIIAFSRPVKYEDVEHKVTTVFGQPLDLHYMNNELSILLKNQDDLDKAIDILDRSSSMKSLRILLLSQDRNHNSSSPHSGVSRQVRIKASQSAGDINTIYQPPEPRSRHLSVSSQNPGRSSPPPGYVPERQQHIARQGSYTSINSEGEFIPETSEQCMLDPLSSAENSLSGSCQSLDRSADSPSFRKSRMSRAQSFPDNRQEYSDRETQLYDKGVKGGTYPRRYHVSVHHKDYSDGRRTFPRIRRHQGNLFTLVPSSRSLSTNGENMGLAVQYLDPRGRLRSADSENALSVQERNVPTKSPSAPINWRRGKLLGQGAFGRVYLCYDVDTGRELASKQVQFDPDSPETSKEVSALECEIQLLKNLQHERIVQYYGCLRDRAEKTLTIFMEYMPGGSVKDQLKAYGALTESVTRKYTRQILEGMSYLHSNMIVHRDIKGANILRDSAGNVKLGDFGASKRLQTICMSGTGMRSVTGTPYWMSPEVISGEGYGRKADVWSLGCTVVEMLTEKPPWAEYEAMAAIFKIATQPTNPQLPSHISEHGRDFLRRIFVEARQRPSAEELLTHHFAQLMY
SUMO HTRF inh: SUMOylation inhibition; HTRF SUMOylation assay, SAE1/SAE2 + UBC9, in vitro; inhibition, % at 35 µM; 290,000 compounds, 0.36% hits; AID 2006; in the data active means inhibition above about 50%, passing the limit was not always enough; further: strong numbers were not always called active
Target sequence (P63279 whole entry, looked up): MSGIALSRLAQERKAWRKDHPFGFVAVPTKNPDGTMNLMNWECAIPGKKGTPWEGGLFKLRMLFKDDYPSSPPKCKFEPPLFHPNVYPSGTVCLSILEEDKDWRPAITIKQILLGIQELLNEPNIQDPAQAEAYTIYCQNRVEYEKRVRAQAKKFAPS
FID counter: displaces DNA intercalator in HCV helicase counter-screen; DNA fluorescent intercalator displacement, fluorescence; inhibition, % at 7.9 µM; 290,000 compounds, 0.17% hits; in the data active means inhibition above about 37%;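 further: 0% = vehicle and 100% = reference compound; higher means more ethidium bromide displaced from hairpin DNA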
CRFBP-R2 agonist: agonists of human CRF-binding protein/CRF-R2 receptor complex | HEK293 CRF-R2/CRF-BP, calcium dye fluorescence (FLIPR); percent of saturating CRF peptide response | activation, % at 13.2 µM | 350,000 compounds, 0.46% hits | AID 588473;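 active means activation of at least 50%, plus an integration ratio under a set limit after plate pattern correction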;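 further: plate controls were neutral control wells without compound for no effect and CRF at EC100 for full effect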
GalR3 antagonist: blocks the human galanin receptor 3; inhibition, % at 3 µM; AID 651719; 360,000 compounds, 0.44% hits; HEK293 GalR3-CNG cAMP membrane potential fluorescence; galR3 body fused to GalR1 C-terminus; O60755;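 active means inhibition above the screen-wide average plus 3 SD, cut at about 13% in these data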;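 further: forskolin and galanin both at EC90 stimulate the cells; cAMP rise reported by CNG channel membrane potential dye signal; 0% = forskolin plus galanin with DMSO and 100% = forskolin alone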
Target sequence (O60755 1-299 limits assumed): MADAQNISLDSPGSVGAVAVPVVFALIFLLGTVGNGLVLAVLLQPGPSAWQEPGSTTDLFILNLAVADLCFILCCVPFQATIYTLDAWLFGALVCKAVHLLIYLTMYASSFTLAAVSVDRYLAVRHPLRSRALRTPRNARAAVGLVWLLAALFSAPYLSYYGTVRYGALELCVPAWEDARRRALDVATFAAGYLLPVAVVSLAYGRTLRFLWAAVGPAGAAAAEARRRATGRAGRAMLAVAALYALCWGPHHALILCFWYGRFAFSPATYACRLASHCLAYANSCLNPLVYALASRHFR
MEKK2wt PB1 HTS: raises or lowers MEK5 binding to wildtype human MEKK2 PB1 domain | Q9Y2U5 | bead flow cytometry, Alexa488-MEK5 binding to MEKK2 WT; actives lie on both sides | binding response (% of control), % at 10 µM | 290,000 compounds, 1.1% hits; in the data active means binding response below about 67% or above about 130%
CRFR2-BP antag: CRF-BP/CRF-R2 complex antagonism | inhibition, % at 11.8 µM | AID 588475 | HEK293 CRF-R2/CRF-BP, CRF-induced calcium fluorescence | 350,000 compounds, 0.59% hits;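 active means inhibition of the ligand-induced calcium signal above about 50% at the single tested concentration, limit read from the data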
MEKK2mut PB1 HTS: signal of MEK5 binding to mutant human MEKK2 PB1 domain; 290,000 compounds, 0.35% hits; AID 1530; percent response, % at 10 µM; bead flow cytometry, Alexa488-MEK5 binding to MEKK2 mutant; in the data active means percent response above about 24%, passing the limit was not always enough; further: inactives centre near 1; some results filed as inactive read as strong as hits; reference of the scale not given here
* marks the source's active call; other numbers are inactive results; x = no result given; [ ] = another dose, or the depositor's remark. Some of the compounds tested; rates above refer to the full screens.

Every second line gives: SUMO HTRF inh	HCV NS3 hel inh	CRFBP-R2 agonist	FID counter	GalR3 antagonist	MEKK2wt PB1 HTS	MEKK3 PB1 HTS	MEKK2mut PB1 HTS	CRFR2-BP antag
- COc1ccccc1N1CCN(C(=O)c2sc3ncnc(N4CCN(c5ccccn5)CC4)c3c2C)CC1
    -13	-18	-1.3	-44	x	97	100	-6	5
- CC1(C)N=C(/C=N/O)CN1O
    1	3	0.3	0	-1	115	106	21	5
- CCN(CC)C(=O)Cn1nc(-c2ccc(Cl)cc2)c2ccccc2c1=O
    18	-16	-1.5	-35	0	110	109	7	4
- FC(F)(F)c1nc(Oc2ccccc2)c2ccccc2n1
    8	5	-0.9	-1	0	97	96	-4	7
- O=S(=O)(NCCc1csc(-c2ccccc2)n1)c1ccc2c(c1)OCCO2
    -5	-9	0.9	-29	1	97	97	4	-2
- O=C(COc1ccccc1)OCc1cc2ccccc2[nH]c1=O
    17	-3	0.1	-18	-5	102	102	3	-1
- Cc1ccc(C(=O)NC(=O)OCCn2c(C)cnc2[N+](=O)[O-])cc1
    2	-2	-2.1	-18	-2	90	95	-13	0
- Cc1ccc(/C=N/NC(=O)c2nnn(-c3nonc3N)c2CN(C)C)o1
    -5	2	-0.4	-9	-6	103	104	-4	3
- CCSc1nnc(NC(=O)Cc2ccc(OC)c(S(=O)(=O)N3CCOCC3)c2)s1
    1	0	-0.8	-6	-2	101	97	1	6
- Cc1cccc(N(C(=O)CCC(=O)Nc2cc(C)on2)C(C(=O)NC2CCCC2)c2ccncc2)c1 (stereo unspecified)
    18	-2	-3.0	-3	3	102	101	5	4
- CC1(C)C2CCC1(C)C(OC(=O)CCn1ccnc1)C2 (stereo unspecified)
    10	4	2.4	-4	-3	98	98	1	-3
- CC(=Nc1ccccc1)C1=C(O)CC(C)(C)CC1=O
    12	-8	1.0	3	0	98	100	-2	-1
- O=C(NC1=NCCS1)c1cccc(NC(=O)c2ccco2)c1
    3	0	1.8	-1	10	87	91	-12	-9
- CCN(CC)CC(=O)Nc1c2c(nc3ccccc13)N(C)CC2
    7	9	0.5	20	-7	101	96	1	14
- CC(C)NC(=O)Cn1c(=O)c2c(ncn2Cc2ccccc2)n(Cc2ccccc2)c1=O
    5	3	1.6	-1	x	103	96	-1	-11
- Cc1cc(=O)oc2cc(OCC(=O)OCC(=O)N3CCC(C)CC3)ccc12
    -2	-11	-0.9	-18	-1	103	109	0	-2
- Cc1cc(C[n+]2cc(Br)ccc2N)c2ncccc2c1
    7	-9	-1.2	0	-7	103	99	0	-1
- O=c1cnnc(N/N=C/c2ccc3c(c2)OCO3)[nH]1
    16	1	-4.5	-4	0	103	105	3	12
- CCOC(=O)/C(C#N)=C\c1ccc(N2CCN(C/C=C/c3ccccc3)CC2)cc1
    4	-6	55*	-4	-7	125	101	23	-62
- CCOc1ccc(NC(=O)CN2C(=O)S/C(=C/c3cccn3C)C2=O)cc1
    37	-8	1.6	12	-4	114	108	-3	2
- O=C(CCSc1nnc2ccccn12)Nc1ccc(F)cc1
    4	-4	4.8	6	-8	100	104	8	34
- COc1ccc(S(=O)(=O)N2CCCCCC2)cc1C(=O)N(C)CC(=O)Nc1cc(C)ccc1C
    -16	4	-0.8	-44	-2	97	98	-5	2
- COc1cccc(OC)c1CN(C)C(=O)c1cnccc1C(F)(F)F
    0	-3	-2.0	-21	6	103	98	2	18
- CN(C)S(=O)(=O)c1ccc(C(=O)OCCc2ccccc2)cc1
    5	-4	-0.1	-21	-1	100	104	2	-5
- COc1ccc(-n2c(C)ccc2-c2ccccc2)cn1
    10	-7	30	-3	1	99	99	1	-23
- COc1ccc(C(=O)n2cc(C(=O)c3cc(C)ccc3O)cn2)cc1
    5	-10	-4.7	-7	1	95	101	-2	1
- N/C(Cc1ccc([N+](=O)[O-])cc1)=N\OC(=O)Cc1ccccc1
    2	5	-1.4	-1	-5	98	53*[inhibitor]	-1	-1
- O=C(NNC(=O)c1ccc(Cn2cccn2)o1)NC12CC3CC(CC(C3)C1)C2
    15	2	0.8	-29	-1	102	102	3	-9
- Cc1cccc(-n2nnc(C(=O)NCc3ccccn3)c2N)c1
    20	-13	-1.0	-7	7	111	106	3	19
- CC(=O)Oc1ccc(NC(=O)CCC2CCCCC2)c(C(=O)O)c1
    14	10	-0.7	-31	-4	100	107	4	39
- O=C(O)c1ccc(/C=N/n2c(C3CCCCC3)n[nH]c2=S)cc1
    2	9	-0.2	-7	-7	99	102	1	4
- CC(C)NC(=O)CN1C(=O)C(=O)c2ccccc21
    -14	-9	1.1	2	-1	99	109	3	-16
- COC(=O)c1ccc(S(=O)(=O)NCc2ccccn2)n1C
    3	-6	0.9	-2	-2	95	92	-13	4
- COC(=O)c1[nH]c2cc(OC)ccc2c1NC(=O)CN1CCC(C(N)=O)CC1
    5	-19	0.4	-6	-4	94	95	-3	7
- Cc1ccc(NC(=O)c2ccc(-n3cncn3)c([N+](=O)[O-])c2)cc1
    1	-11	-0.1	8	-4	94	97	1	-1
- Cc1cc(NC(=O)c2ccccc2)n(-c2nc3ccccc3[nH]2)n1
    18	-6	2.6	3	-4	66	54	-4	-19
- Cc1nn(CC(=O)Nc2c(C)n(C)n(-c3ccccc3)c2=O)c(C)c1[N+](=O)[O-]
    -1	-5	0.2	8	-2	89	85	-2	-3
- O=C(CCSCCc1ccccn1)Nc1cccc([N+](=O)[O-])c1
    5	-5	-3.2	-1	-4	96	107	-11	19
- COc1ccc(OC)c(-c2cc(C(=O)Nc3sc4c(c3C#N)CCC(C)C4)c3ccccc3n2)c1 (stereo unspecified)
    11	5	-2.1	1	-3	97	99	7	4
- O=C(C1=C[C@H](c2ccc(C(F)(F)F)cc2)C[C@H](OCc2ccc(CO)cc2)O1)N1CCOCC1
    -3	7	1.8	-29	-7	110	80	6	0
- CCCCCCCCC(=O)N/N=C/c1ccccn1
    0	6	1.1	-21	-10	99	97	0	-16
- COc1cccc(NC(=O)c2ccccc2-c2nc(-c3ccc(F)cc3)no2)c1
    -22	-5	-1.5	-2	x	103	106	4	-2
- Cc1ccccc1-c1nc(CS(=O)CC(=O)NCc2ccccn2)c(C)o1 (stereo unspecified)
    1	11	-0.1	-36	-6	104	104	5	3
- CC(C)CNC(=O)CC(=O)N/N=C/c1ccc(Br)cc1
    8	7	-1.1	-8	-3	92	91	-3	5
- O=C1c2oc3ccc(F)cc3c(=O)c2C(c2cccc(O)c2)N1CCCN1CCOCC1 (stereo unspecified)
    3	9	0.1	-3	2	83	81	-8	10
- Cc1cc(N2CCCC2)ccc1NC(=O)COc1cccc(C(F)(F)F)c1
    11	-91	0.9	-12	-4	104	100	5	0
- Cc1cccn2c(=O)c(/C=C3\SC(=S)NC3=O)c(NCCCN3CCOCC3)nc12
    11	-26	40	14	-4	93	98	-3	-46
- O=c1[nH]n(-c2ccc(Cl)cc2)c(=O)c(Cl)c1Cl
    -16	5	-1.4	3	3	111	105	8	-3
- O=C(O)c1c[nH]c2cc(C(F)(F)F)ccc2c1=O
    16	-5	4.1	1	x	104	100	12	-20
- COc1cc2c(cc1OC)C1=C(C#N)CCC(=NC(=O)c3ccc(Cl)cc3)N1CC2
    -1	1	-0.4	-2	-1	100	107	2	-5
- Cc1cc(NC(=O)COC(=O)C2CCN(S(=O)(=O)c3cccc(Cl)c3Cl)CC2)no1
    10	9	2.1	-9	-2	106	101	5	18
- COc1cc(OC)c2c(-c3ccccc3)cc(=O)oc2c1C(CC(=O)N1CCOCC1)c1ccc(N(C)C)cc1 (stereo unspecified)
    -1	x	-4.7	x	2	99	102	1	-7
- CCc1ccc(Cc2cnc(NC(=O)C3=NCCN3)s2)cc1
    -52	-2	-1.9	5	-3	95	100	-4	5
- COC(=O)/C=C1\SC(=Nc2ccc(Cl)c(Cl)c2)NC1=O
    18	14	0.3	-2	-5	87	99	-10	32
- O=C1/C(=C/c2cccs2)CCC1C1CCCC1 (stereo unspecified)
    -4	8	1.0	0	0	95	102	-2	-1
- CN(Cc1ccccc1)C(=O)CCCn1c(=O)[nH]c2cc(Cl)ccc2c1=O
    9	-5	-1.8	-20	-1	97	99	-4	4
- O=C(CSc1nc2ccccc2s1)NC1CCCC1
    2	8	0.7	-14	-1	104	109	10	20
- CCn1c(SCC(=O)NCc2ccco2)nnc1C1CCCC1
    8	9	-0.5	-12	2	105	101	9	-5
- CN(Cc1nc2c(s1)CCCC2)C(=O)CCc1nnc(-c2ccc3c(c2)OCO3)o1
    12	-6	-1.5	-35	-7	96	96	-2	7
- Clc1ccc(CN2CCN(c3ccccc3)CC2)cn1
    -10	-1	-3.7	-3	6	103	104	2	9

(cont.)
Every second line gives: SUMO HTRF inh	HCV NS3 hel inh	CRFBP-R2 agonist	FID counter	GalR3 antagonist	MEKK2wt PB1 HTS	MEKK3 PB1 HTS	MEKK2mut PB1 HTS	CRFR2-BP antag
- CCCNc1nc2c(c(=O)[nH]c(=O)n2C)n1Cc1cccc(Br)c1
    1	3	-1.8	-1	-2	100	104	1	-27
- Cc1cc(NC(=O)c2sc(Nc3cccc(C(F)(F)F)c3)nc2N)no1
    17	2	0.4	-3	-7	128	140*	9	-38
- c1ccc(C2(c3ccccc3)OCC(Cn3cncn3)O2)cc1 (stereo unspecified)
    4	4	1.0	-7	-4	96	105	0	4
- C=CCN=C1CC(C)(C)C(C(=O)OC)C(O)=C1C(=O)CCC (stereo unspecified)
    8	5	0.1	-9	1	96	99	-6	8
- COc1ccc(Cc2nc(-c3ccccc3)no2)cc1
    -5	0	-2.4	-6	-6	105	103	6	22
- O=C(Nc1cccc2ccccc12)C(=O)C1C(=O)Nc2ccccc21 (stereo unspecified)
    2	-2	-0.2	5	-2	100	101	-3	-7
- Cc1ccc2nc(C(O)C(O)c3nc4ccc(C)cc4[nH]3)[nH]c2c1 (stereo unspecified)
    23	6	-0.7	1	-3	100	98	1	-24
- O=C(CNC(=O)C1CCCCC1)NCCCO
    -11	-10	-1.0	4	-8	101	101	3	1
- CCOC(=O)c1c(C)[nH]c(C(=O)N/N=C\c2ccccc2Cl)c1C
    -17	10	-4.0	-14	-5	116	103	11	-20
- COc1ccccc1N1CCN(C(=O)C(=O)c2cn(CC(=O)N3CCOCC3)c3ccccc23)CC1
    8	0	1.1	-61	7	101	99	1	-1
- CN1CCN(c2nc3c(c(=O)n(C)c(=O)n3C)n2Cc2ccccc2Cl)CC1
    0	6	-1.3	-3	-3	100	103	3	13
- COC(=O)CCCC(=O)N1CCCC(C(=O)c2ccc(-c3ccccc3)cc2)C1 (stereo unspecified)
    16	-6	-2.2	-45	-5	98	102	10	-14
- COc1ccc(OC)c(CNC(=O)C2CCN(C(=O)N(C)C)CC2)c1
    5	3	0.2	-5	-1	101	98	1	-2
- COc1cc(C(C)=O)ccc1Oc1ncnc2c1cnn2-c1cccc(Cl)c1
    -1	-8	0.1	-5	1	90	92	-2	14

Two consecutive compounds from above, quoted:
Every second line gives: SUMO HTRF inh	HCV NS3 hel inh	CRFBP-R2 agonist	FID counter	GalR3 antagonist	MEKK2wt PB1 HTS	MEKK3 PB1 HTS	MEKK2mut PB1 HTS	CRFR2-BP antag
- COc1ccc(OC)c(CNC(=O)C2CCN(C(=O)N(C)C)CC2)c1
    5	3	0.2	-5	-1	101	98	1	-2
- COc1cc(C(C)=O)ccc1Oc1ncnc2c1cnn2-c1cccc(Cl)c1
    -1	-8	0.1	-5	1	90	92	-2	14
